Source: PubChem BioAssay
FID counter – fluorescent intercalator displacement, NS3 helicase counter-screen; inhibition, % at 7.9 µM; AID 1845; DNA fluorescent intercalator displacement, fluorescence; hit rate 0.17% among 290,000; in the data active = inhibition above about 37%;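 note: 0% = vehicle and 100% = reference compound; higher means more ethidium bromide displaced from hairpin DNA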
PHOSPHO1 block – blocks human PHOSPHO1 phosphatase activity. Q8TCT1. recombinant PHOSPHO1, absorbance phosphatase assay. inhibition, % at 13.3 µM. hit rate 1.1% among 290,000. AID 1565; in the data active = inhibition above about 60%
Target sequence (Q8TCT1 whole entry, looked up): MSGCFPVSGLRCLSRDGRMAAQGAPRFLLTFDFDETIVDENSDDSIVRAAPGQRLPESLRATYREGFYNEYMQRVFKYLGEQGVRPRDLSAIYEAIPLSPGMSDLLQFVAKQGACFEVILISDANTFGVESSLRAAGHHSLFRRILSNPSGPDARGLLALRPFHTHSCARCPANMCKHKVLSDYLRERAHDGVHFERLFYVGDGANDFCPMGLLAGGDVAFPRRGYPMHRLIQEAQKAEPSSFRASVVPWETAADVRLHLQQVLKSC
SUMO HTRF inh – blocks human SUMOylation mediated by UBC9; inhibition, % at 35 µM; hit rate 0.36% among 290,000; P63279; AID 2006; HTRF SUMOylation assay, SAE1/SAE2 + UBC9, in vitro; in the data active = inhibition above about 50%, passing the limit was not always enough; note: strong numbers were not always called active
Target sequence (P63279 whole entry, looked up): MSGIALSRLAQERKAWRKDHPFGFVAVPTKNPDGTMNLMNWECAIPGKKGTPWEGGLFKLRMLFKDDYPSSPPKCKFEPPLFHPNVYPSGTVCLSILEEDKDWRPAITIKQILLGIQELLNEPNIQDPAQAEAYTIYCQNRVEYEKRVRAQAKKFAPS
IMP-1 inhibitor – blocks Pseudomonas aeruginosa IMP-1 metallo-beta-lactamase. hit rate 0.45% among 290,000. purified IMP-1, nitrocefin hydrolysis, epi-absorbance fluorescence. inhibition, % at 5.6 µM;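 active = inhibition above the mean plus 3 SD of all compounds in the same screening run, cut at about 4.5% in these data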;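 note: 0% = IMP-1 with DMSO and 100% = DMSO wells lacking enzyme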
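Assay system: purified recombinant IMP-1 beta-lactamase. Input: IMP-1 0.2 nM before substrate addition. Buffer or medium: Zinc- and detergent-supplemented HEPES buffer, pH 7.1. Schedule: 25 °C, 15 min preincubation, 25 min reaction. Signal: Epi-absorbance fluorescence, 480 nm excitation, 530 nm emission. Evaluation: percent inhibition from optical density relative to buffer-blank wells.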
p-CIP stab down – lowers stability of the mouse p/CIP coactivator protein; AID 1984; decrease of EGFP signal, % at 10 µM; hit rate 0.01% among 290,000; Q05BA5; F442A p/CIP-EGFP cells, EGFP fluorescence, 16 h;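 active = EGFP signal decrease of at least 30% at 10 µM or well 3 SD below plate mean, unless failing retest; inactive = the rest, including hits failing retest or dose response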; note: some compounds called inactive have numbers as strong as hits; many of its hits are not listed in these tables
HCV NS3 hel inh – blocks Hepatitis C virus NS3 helicase unwinding; NS3 helicase DNA unwinding, Cy5 molecular beacon fluorescence; inhibition, % at 10.9 µM; hit rate 0.56% among 290,000;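 active = inhibition above the mean of all tested compounds plus 3 SD, set per campaign, cut at about 35% in these data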;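 note: 0% = DMSO wells and 100% = thioflavine S control wells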
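System: NS3 helicase fragment of HCV / Schedule: 1 h at 25 °C / Control set: DMSO alone as 0% and 110 µM thioflavine S as 100% / Reagent: Cy5/quencher beacon DNA duplex and ATP to start / Technique: Cy5 fluorescence / Replication: singlicate / Evaluation: % inhibition of end-to-start signal ratio versus controls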
IDE cell activ – boosts human insulin-degrading enzyme activity in HEK cells; P14735; FAbeta-B cleavage, fluorescence polarization; 0% vehicle, 100% cell-free pure enzyme wells; activation, % at 5.96 µM; hit rate 0.073% among 340,000;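 active = activation above the mean of all tested compounds plus 3 SD, set per screening campaign, cut at about 17% in these data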
MEKK3 PB1 HTS – raises or lowers MEK5 binding to the human MEKK3 PB1 domain; Q99759; bead-based flow cytometry, Alexa488-MEK5 binding to MEKK3; actives lie on both sides; 0 = blocked by unlabeled MEK5, 100 = vehicle; binding response (% of control), % at 10 µM; hit rate 1.4% among 290,000;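 active = binding response more than 3 SD above or below the average of its plate-row segment, actives on both sides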;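 note: Alexa488 bead fluorescence after subtracting the streptavidin-only scavenger bead signal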
Target sequence (Q99759 whole entry, looked up, the tested form may be a part): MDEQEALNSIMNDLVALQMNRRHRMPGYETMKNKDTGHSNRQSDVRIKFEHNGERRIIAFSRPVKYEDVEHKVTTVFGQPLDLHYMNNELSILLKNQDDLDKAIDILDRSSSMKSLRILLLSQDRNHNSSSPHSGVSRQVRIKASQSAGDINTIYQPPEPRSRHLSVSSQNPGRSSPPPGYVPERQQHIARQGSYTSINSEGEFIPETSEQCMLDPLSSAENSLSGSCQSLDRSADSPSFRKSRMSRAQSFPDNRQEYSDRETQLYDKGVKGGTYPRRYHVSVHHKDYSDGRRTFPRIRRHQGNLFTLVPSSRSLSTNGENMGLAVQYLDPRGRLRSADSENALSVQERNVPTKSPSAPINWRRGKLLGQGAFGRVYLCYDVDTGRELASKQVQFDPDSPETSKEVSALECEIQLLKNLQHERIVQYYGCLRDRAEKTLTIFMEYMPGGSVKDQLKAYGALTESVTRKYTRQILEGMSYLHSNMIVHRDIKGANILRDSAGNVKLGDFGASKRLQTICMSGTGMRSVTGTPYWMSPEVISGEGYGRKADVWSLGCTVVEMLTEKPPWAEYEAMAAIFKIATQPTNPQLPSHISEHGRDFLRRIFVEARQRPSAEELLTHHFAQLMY
VIM-2 inhibitor – blocks Pseudomonas aeruginosa VIM-2 metallo-beta-lactamase; inhibition, % at 5.6 µM; AID 1527; purified VIM-2, nitrocefin hydrolysis, epi-absorbance fluorescence; hit rate 0.89% among 290,000;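 active = inhibition above the mean of all tested compounds plus 3 SD, cutoff set per screening run, cut at about 7.5% in these data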;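 note: red hydrolysis product quenches plate fluorescence so inhibitors raise well fluorescence; 0% = enzyme with DMSO and 100% = DMSO without enzyme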
* = called active by the depositor; . = no result given. Some of the compounds tested; count on the stated rates, not on these rows.

SMILES	FID counter	PHOSPHO1 block	SUMO HTRF inh	IMP-1 inhibitor	p-CIP stab down	HCV NS3 hel inh	IDE cell activ	MEKK3 PB1 HTS	VIM-2 inhibitor
Cc1cc(C(=O)COC(=O)c2ccc(N)c([N+](=O)[O-])c2)c(C)n1-c1ccc2c(c1)OCO2	0	-3	1	-2.0	-10	3	4	95	1.2
O=C(NCCc1ccccc1)C1CCN(S(=O)(=O)c2ccc(-c3nn[nH]n3)cc2)CC1	-34	11	21	-2.4	-21	-1	1	107	-3.1
CCOCCn1c(CN2CCCCC2)nc2c1c(=O)n(C)c(=O)n2C	-7	39	4	0.5	10	13	6	95	-1.2
Cc1ccc2c(CC(=O)OCC(=O)Nc3ccc(Cl)cn3)coc2c1	-13	-30	23	-2.5	-15	14	-1	98	-2.1
COCCCNC(=S)N1CCCN(c2nc3cc(C)ccc3cc2C#N)CC1	16	24	12	0.9	2	4	-6	79	3.9
COc1ccc(S(=O)(=O)N=C2C=C(C)C(=O)C(C)=C2)cc1	-3	27	17	-5.6	-4	9	4	86	-3.5
Cn1c(CNc2ccccc2)cc(=O)n(C)c1=O	1	-25	7	-3.6	-10	-1	-2	102	-5.4
N#Cc1c(SCC(=O)O)nc(N2CCCCC2)c2c1CCCC2	-33	-3	6	-3.4	4	19	-1	101	-0.7
COc1cccc(-n2cn[nH]c2=S)c1	1	21	-12	-1.3	3	1	5	102	3.0
COc1ccc(CCNC(=O)c2ccc3c(c2)OCO3)cc1	-9	4	2	-1.0	6	10	-1	103	-0.6
Cc1cc(CN2CCC(n3nccc3NC(=O)c3ccccc3Cl)CC2)cc(C)c1O	9	29	16	-3.5	7	-9	-4	102	-1.3
O=C(NC1(C(F)(F)F)NC(=O)N(C2CCCC2)C1=O)C1CC1 (stereo not given)	-1	-7	8	-3.7	-3	5	-4	102	-2.0
CCOC(=O)c1cnc2c(C)cc(Cl)cc2c1N1CCN(C)CC1	0	18	-14	-1.1	2	-1	0	101	1.0
C(=C\c1ccccn1)/c1ccncc1	-6	40	17	-3.8	4	-7	4	95	-3.5
Cc1cc(C)nc(NN=C2CCCC2)n1	-4	6	-5	-3.7	-4	-1	2	100	-4.4
CC(C)Cc1cc(C(=O)N2CCCC(C(=O)c3cc(F)ccc3F)C2)n(C)n1 (stereo not given)	-37	19	-7	-3.6	-6	1	-1	106	-2.9
CCN(CC)S(=O)(=O)c1ccc(OCCNS(C)(=O)=O)cc1	0	-31	3	-2.2	4	-15	5	103	-2.4
CCc1cc(C(c2ccc(F)cc2)N2CCOCC2)c(NC(=O)c2ccccc2)s1 (stereo not given)	-3	37	0	-1.3	-13	-11	6	102	-0.7
CC(=O)Oc1ccc(Cl)cc1/C=C/c1ccc2ccccc2n1	-20	-1	10	-4.3	-13	-8	-5	109	-0.2
O=C1N(c2cccc3ccccc23)C(c2ccccc2)N2CCCN12 (stereo not given)	-16	2	2	-1.5	8	-5	1	103	-5.6
Cc1nn(-c2ccc(N3CCCCC3)nn2)c(C)c1CCC(=O)Nc1ccc(F)cc1	-35	29	5	4.0	-13	-53	3	101	-2.1
Cc1ccc(C(=O)Nc2cccc(-c3cnc4ccccc4n3)c2)cc1	-2	30	25	-1.2	-13	4	4	101	-0.8
O=C1CSC2(C(=O)N3CCCc4cccc2c43)N1c1cccc(C(F)(F)F)c1 (stereo not given)	-27	24	-16	-1.4	-19	2	3	75	-3.1
O=S(=O)(NCc1ccccn1)c1ccc(F)cc1	-3	24	14	-3.5	6	-1	6	101	-0.3
COC(=O)c1ccc(CNC(=O)c2sccc2-c2ccccc2)cc1	-25	25	-9	-1.1	-5	-7	2	103	0.3

One compound at a time (already shown).
C(=C\c1ccccn1)/c1ccncc1 is listed with FID counter: -6; PHOSPHO1 block: 40; SUMO HTRF inh: 17; IMP-1 inhibitor: -3.8; p-CIP stab down: 4; HCV NS3 hel inh: -7; IDE cell activ: 4; MEKK3 PB1 HTS: 95; VIM-2 inhibitor: -3.5
COc1ccc(S(=O)(=O)N=C2C=C(C)C(=O)C(C)=C2)cc1 is listed with FID counter: -3; PHOSPHO1 block: 27; SUMO HTRF inh: 17; IMP-1 inhibitor: -5.6; p-CIP stab down: -4; HCV NS3 hel inh: 9; IDE cell activ: 4; MEKK3 PB1 HTS: 86; VIM-2 inhibitor: -3.5

2 compounds from above, showing only IMP-1 inhibitor.
compound | IMP-1 inhibitor
COc1ccc(CCNC(=O)c2ccc3c(c2)OCO3)cc1 | -1.0
CC(=O)Oc1ccc(Cl)cc1/C=C/c1ccc2ccccc2n1 | -4.3

Rewritten with each value named: part of the list above.
SMILES: COc1ccc(CCNC(=O)c2ccc3c(c2)OCO3)cc1
  FID counter: -9
  PHOSPHO1 block: 4
  SUMO HTRF inh: 2
  IMP-1 inhibitor: -1.0
  p-CIP stab down: 6
  HCV NS3 hel inh: 10
  IDE cell activ: -1
  MEKK3 PB1 HTS: 103
  VIM-2 inhibitor: -0.6

SMILES: Cc1cc(C(=O)COC(=O)c2ccc(N)c([N+](=O)[O-])c2)c(C)n1-c1ccc2c(c1)OCO2
  FID counter: 0
  PHOSPHO1 block: -3
  SUMO HTRF inh: 1
  IMP-1 inhibitor: -2.0
  p-CIP stab down: -10
  HCV NS3 hel inh: 3
  IDE cell activ: 4
  MEKK3 PB1 HTS: 95
  VIM-2 inhibitor: 1.2

SMILES: Cn1c(CNc2ccccc2)cc(=O)n(C)c1=O
  FID counter: 1
  PHOSPHO1 block: -25
  SUMO HTRF inh: 7
  IMP-1 inhibitor: -3.6
  p-CIP stab down: -10
  HCV NS3 hel inh: -1
  IDE cell activ: -2
  MEKK3 PB1 HTS: 102
  VIM-2 inhibitor: -5.4

SMILES: COCCCNC(=S)N1CCCN(c2nc3cc(C)ccc3cc2C#N)CC1
  FID counter: 16
  PHOSPHO1 block: 24
  SUMO HTRF inh: 12
  IMP-1 inhibitor: 0.9
  p-CIP stab down: 2
  HCV NS3 hel inh: 4
  IDE cell activ: -6
  MEKK3 PB1 HTS: 79
  VIM-2 inhibitor: 3.9

(more compounds)
SMILES	FID counter	PHOSPHO1 block	SUMO HTRF inh	IMP-1 inhibitor	p-CIP stab down	HCV NS3 hel inh	IDE cell activ	MEKK3 PB1 HTS	VIM-2 inhibitor
COc1ccc(NC(=O)c2ccc(-c3ccc([N+](=O)[O-])cc3)o2)cc1OC	-6	17	-2	-1.2	-8	-10	-4	116	-1.7
C=CCn1c(=O)c2ccccc2n2c(SCC(=O)N3CCCc4ccccc43)nnc12	-3	-1	-2	0.0	-7	3	2	102	0.3
O=C(O/N=C(/c1ccccc1)c1ccncc1)c1ccc(F)cc1	-21	-5	0	-0.4	7	0	.	94	-1.1
COc1ccc(/C=N/NC(=O)CNC(=O)c2ccncc2)cc1OC	3	31	9	-1.0	-8	-5	-3	99	1.4
c1ccn2c(SCc3cn4ccsc4n3)nnc2c1	2	-2	7	-2.6	-6	-1	3	103	-0.1
Cn1c(SCC(=O)NCc2ccc(F)cc2)nc2ccccc21	-11	35	16	-0.9	-11	-2	6	103	0.5
CC(=O)Nc1ccc2c(c1)C(=O)N(C1CCCCC1)C2=O	-3	43	22	-4.3	-11	1	3	104	-3.6
O=C(Cc1ccccc1)Nc1ccc(C(=O)Nc2ccc(O)cc2)cc1	-8	48	12	-2.4	4	-2	3	100	-3.0
CC(C)CC(=O)Nc1ccccc1N1CCN(C(=O)c2ccccc2)CC1	-30	-10	-9	-0.9	1	-6	3	.	0.4
COc1ccc2cc3cc(C(=O)NCCN4CCc5ccccc5C4)oc3nc2c1	16	-32	14	0.1	0	-31	0	104	5.4
Cc1[nH]nc2nc(SCC(=O)NCC3CCCO3)n(-c3ccc(Br)cc3)c(=N)c12 (stereo not given)	-19	-36	0	-2.5	-5	-5	0	107	-0.2
Cc1sc2ncn(CC(=O)N3CCC(C(N)=O)CC3)c(=O)c2c1S(=O)(=O)N1CCOCC1	-5	23	11	-2.1	-14	0	4	96	-3.7
CC1(C)CC(NC2C3CC4CC(C3)CC2C4)CC(C)(C)N1 (stereo not given)	10	32	11	-2.3	-9	1	7	104	-2.5
CC(CCc1ccccc1)NC(=O)CNC(=O)c1cccs1 (stereo not given)	-7	20	12	-0.6	-8	2	-3	104	-2.2
CCC(=O)Nc1ccc2c(c1)C(=O)c1ccccc1C2=O	15	40	20	-1.1	0	4	3	95	4.6
CCC(=O)Nc1cccc(NC(=S)NC(=O)c2ccc(C)cc2)c1	-7	50	1	-1.8	-2	1	4	104	-0.8
COc1ccccc1OCc1ccc(C(=O)NC(C)(C)C)o1	-11	4	16	-0.9	-10	8	5	102	0.7
O=S(=O)(NC(=S)NC1CCCCC1)c1cccs1	-2	15	-4	-1.8	-11	-1	6	98	-0.2
COc1ccc(CCNC(=O)C2(C)CCC(=O)N2Cc2ccc3c(c2)OCO3)cc1OC (stereo not given)	-14	-9	6	-0.2	-9	-1	2	106	-3.3
NNC(=O)CCc1ccc(S(=O)(=O)N2CCOCC2)cc1	-13	-7	-6	-0.5	9	-3	-6	98	-1.2
N#CC1=C(N)Nc2ncnn2C1c1ccc(F)cc1 (stereo not given)	1	3	10	-4.0	2	-4	1	124	-3.7
c1ccc(OCCOc2ncnc3sccc23)cc1	-9	31	17	1.7	6	4	4	103	1.0
CCCn1c(=O)c(C(=O)NCc2ccncc2)c(O)c2ccccc21	-7	-28	3	-3.6	2	4	-1	105	-0.8
COc1cc2c(cc1OC)C(C)N(C(=O)c1cc3c(s1)-c1c(C)cccc1OC3)CC2 (stereo not given)	-25	11	18	-2.0	0	-23	-5	109	-2.8
C=CCn1c(-c2ccccc2OC)n[nH]c1=S	-14	11	0	-1.8	1	9	-5	99	9.8*

(further entries)
SMILES	FID counter	PHOSPHO1 block	SUMO HTRF inh	IMP-1 inhibitor	p-CIP stab down	HCV NS3 hel inh	IDE cell activ	MEKK3 PB1 HTS	VIM-2 inhibitor
CC(C)C(NS(=O)(=O)c1cccc2nsnc12)C(=O)N1CCc2ccccc2C1 (stereo not given)	-20	-14	18	-1.3	-8	1	5	97	-1.7
O=C(NCc1ccco1)/C(=C/C=C/c1ccccc1)NC(=O)c1ccco1	-5	23	11	-2.6	1	6	6	98	-1.9
COc1ccccc1Cn1nnc2c(=O)[nH]c(C3CCN(C(=O)c4ccc(C)cc4)CC3)nc21	-33	14	15	-2.8	-1	-7	-2	.	-3.7
O=S(=O)(NCc1cc(-c2ccccc2)no1)c1ccc(Cl)cc1	-12	40	-6	-2.3	6	-6	-3	96	-2.8
COc1ccc(N(C(=O)c2ccc(C)cc2)S(=O)(=O)c2cccs2)cc1	-7	-3	-3	-2.3	1	-14	-6	103	-2.3
O=[N+]([O-])c1ccc2nc(/C=C/c3ccc(Cl)cc3)[nH]c2c1	19	4	-4	-1.4	4	-11	1	98	-0.4
Cc1c(C(=O)Nc2ccc(Cl)cc2)c2ccccn2c1C(=O)c1ccc([N+](=O)[O-])cc1	-3	0	-4	-3.0	-1	-5	4	107	-3.3
COc1cccc(C(=O)NCC(=O)N/N=C/c2ccc3c(c2)OCO3)c1	-6	49	0	-0.3	-1	3	-1	102	0.6
CCOC(=O)N1CCN(C2=C(NS(=O)(=O)c3ccc(NC(C)=O)cc3)C(=O)c3ccccc3C2=O)CC1	7	29	61	-0.7	-10	3	6	96	5.4
